Assay outcomes: PubChem, Southern Research Specialized Biocontainment Screening Center
VEEV TC-83 Vero = inhibitors of VEEV TC-83 cytopathic effect, confirmation, Vero cells (AID 588727); Vero cells, VEEV TC-83 cytopathic effect inhibition; higher % means a stronger effect; inhibition, % at 20 µM; hits with a dose series show IC50 in µM; 0.13% of 350,000 active; in the data active means a potency from the dose series; inconclusive means inhibition mostly from about 14% at the one dose, without a potency; inactive means the rest, 99 in 100 with inhibition below about 12%; further: strong numbers were not always called active
H1N1 NS1A inhibition = H1N1 influenza NS1A inhibitors, functional cell based assay (AID 504329) | NS1A functional cell-based assay, percent inhibition; higher % means a stronger effect | 0.3% of 340,000 active | inhibition, % at 12.5 µM, or IC50 in µM where a hit was titrated; in the data active means a potency from the dose series; inconclusive means inhibition above about 27% without an active follow-up result; further: strong numbers were not always called active
M. tuberculosis HTS = M. tuberculosis growth inhibition, HTS (AID 449762) | M. tuberculosis H37Rv growth inhibition, 7H9 media; higher % means a stronger effect | 0.59% of 330,000 active | inhibition, % at 25 µM, or IC50 in µM where a hit was titrated; in the data active means a potency from the dose series; inconclusive means inhibition above about 70% without an active follow-up result;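 further: bacterial growth assessed after seven days of incubation; strong numbers were not always called active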
PhoP GFP inhibition = PhoP regulon inhibitors, Salmonella typhi PhoP promoter GFP reporter, confirmatory (AID 1850); 0.33% of 310,000 active; Salmonella Typhi PhoP-promoter GFP reporter, fluorescence, 4 h; higher % means a stronger effect; inhibition, % at 50 µM; hits with a dose series show IC50 in µM; in the data active means a potency from the dose series; inconclusive means inhibition mostly from about 25% at the one dose, without a potency; inactive means the rest, 99 in 100 with inhibition below about 19%;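 further: 0% = induced wells with vehicle and 100% = uninduced wells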
M. tuberculosis = growth inhibition of non-replicating M. tuberculosis (AID 488890); Mycobacterium tuberculosis non-replicating, growth inhibition; higher % means a stronger effect; one-dose inhibition, % at 25 µM; IC50 in µM for titrated hits; 0.39% of 320,000 active; in the data active means a potency from the dose series; inconclusive means inhibition mostly from about 82% at the one dose, without a potency; inactive means the rest, 99 in 100 with inhibition below about 76%;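 further: plate controls were DMSO cells for no effect and high antibiotic wells for full effect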
VEEV TC-83 Vero 10K pilot screen = also measured in VEEV TC-83 Vero; calls as there; inhibition, %; measured here: 10K pilot screen inhibition
Numbers without * were called inactive; i = inactive; ? = inconclusive; nt = not tested or not shown.

SMILES | VEEV TC-83 Vero | H1N1 NS1A inhibition | M. tuberculosis HTS | PhoP GFP inhibition | M. tuberculosis | others
COc1ccc(N(C(C)C(=O)N/N=C/c2ccc(OC(C)C)cc2)S(C)(=O)=O)cc1 (stereo not given) | 1.4% | -3.6% | -8.8% | -4.7% | 9.5%
CCOc1ccccc1NC(=O)c1ccc2c(c1)C(=O)N(CC1CCCO1)C2=O (stereo not given) | 0.6% | 23.1% | 51.7% | -5.7% | 37.6%
Cc1ccn(CC(=O)N2CCCC(C(=O)c3cccc4ccccc34)C2)n1 (stereo not given) | 0.6% | 1.1% | 2.8% | -10.7% | -12.3%
O=C(N/N=C/c1ccc(O)c(O)c1)c1cccc(S(=O)(=O)N2CCCC2)c1 | 0.9% | 9.7% | 10.2% | 5.5% | -13.1%
CC(C)Oc1ccc(C(CC(=O)O)NC(=O)C2CCCCC2)cc1 (stereo not given) | 2.1% | -0.8% | -1.1% | 5.7% | -4.2%
N#Cc1ccc(Cl)cc1NC(=O)CNCc1cccs1 | i | -12.2% | 8.8% | -2.7% | -1.4%
O=C(NC1CCCCC1)C1CC(=O)N(Cc2ccccc2)C1 (stereo not given) | 2.4% | -1.6% | -9.3% | -1.5% | -12.2%
COc1ccccc1NC(=S)N/N=C/c1ccc(O)cc1 | 8.3% | -2.5% | -2.4% | -8.5% | -21.8%
CC(=O)Nc1ccc(NC(=S)NC(=O)c2ccc(-c3ccccc3)cc2)cc1 | 1.4% | nt | 4.5% | 1.8% | 9.4%
Cc1cc(CNC(=O)COc2c(F)c(F)cc(F)c2F)c2ccccc2n1 | 0.1% | 3.2% | -4.2% | -5.2% | -58.3% | VEEV TC-83 Vero 10K pilot screen=0.3
COCCN(CCOC)Cc1c(O)ccc2c1O/C(=C\c1ccc(C)o1)C2=O | 0.6% | -5.9% | -5.0% | -27.3% | 8.4%
Cc1ccc2[nH]c(=O)c(CN(CCCO)S(=O)(=O)c3c(C)ccc4nsnc34)cc2c1 | 0.1% | -6.2% | -5.6% | -6.6% | 5.3%
Cc1ccc(C(=O)N2CCN(c3ccc(N4CCOCC4)nn3)CC2)cc1 | 0.7% | 10.0% | -3.2% | 4.4% | -13.0%
CC1CCN(C(=O)c2ccccc2NS(=O)(=O)c2ccccc2)CC1 | 2.7% | 12.6% | -11.2% | -0.1% | 6.9%
CC1=NN(C(=O)c2ccc(Cn3nc(C)c([N+](=O)[O-])c3C)cc2)C(O)(C(F)(F)F)C1 (stereo not given) | i | 21.9% | 0.2% | 1.1% | ?
Cn1c(SCC(=O)Nc2sc3c(c2C#N)CCC3)nnc1C1COc2ccccc2O1 (stereo not given) | i | 2.5% | 2.7% | -7.4% | 10.2%
COCc1cc(C)nc(SCc2ccccc2)c1C#N | 2.8% | -9.3% | 15.8% | -9.6% | 66.9%
CCOC(=O)c1ccccc1NC(=O)c1c(N)n(C)c(=O)[nH]c1=O | nt | nt | -1.5% | -3.3% | -4.6%
COc1ccccc1-c1ccc(=O)n(CC(=O)NCc2ccc3c(c2)OCO3)n1 | 0.2% | 2.5% | 5.9% | 7.6% | 10.2%
N#C/C(=C\C1=C(N2CCOCC2)C(=C/c2cccc([N+](=O)[O-])c2)/CC1)C(=O)Nc1ccccc1F | 0.8% | 1.7% | 41.7% | -19.7% | 6.6%
COc1cccc(N2CC(=O)N(NC(=O)c3sc4nc(C)cc(C)c4c3N)CC2=O)c1 | 0.1% | 2.7% | 2.1% | -3.5% | -11.8%
Cc1nn(-c2ccccc2)c2[nH]c(=O)c(CNc3ccc4c(c3)OCCO4)cc12 | 3.8% | 7.1% | 47.1% | -0.5% | 8.2%
O=C(NCC1CCS(=O)(=O)C1)Oc1ccccc1 (stereo not given) | i | 9.6% | -14.1% | 2.7% | -19.3%
CCN(CC)CCNC(=O)C1c2ccccc2C(=O)N(C)C1c1cn(C)c2ccccc12 (stereo not given) | 0.7% | -1.2% | -1.8% | 1.2% | 0.7%
CCCc1nnc(NC(=O)CCC(=O)N2CCN(Cc3ccc(Cl)cc3)CC2)s1 | 1.2% | -5.2% | 12.8% | 10.6% | 28.0%
O=C(Nc1ccc(F)c(F)c1)C1CCCN(S(=O)(=O)c2cnc[nH]2)C1 (stereo not given) | 0.5% | -8.8% | -11.1% | -9.4% | nt
COc1cc(C(=O)Oc2ccccc2/C=N/NC(=O)c2ccc(Cl)cc2Cl)cc(OC)c1OC | 8.6% | 2.7% | 1.1% | 3.2% | ?
COc1ccc(-c2csc(NC(=O)c3cc(C)oc3C)n2)cc1OC | 8.0% | 13.2% | ? | -6.3% | 17.2%
CC(=O)c1ccc(N2C(=NC(=O)CCC3CCCC3)SC3CS(=O)(=O)CC32)cc1 (stereo not given) | i | 4.3% | -3.5% | -0.5% | -0.5%
CCn1c(SCC(=O)NCCc2ccccc2)nc2sc3c(c2c1=O)CCN(C)C3 | 0.2% | -0.9% | -8.9% | -10.0% | 52.9%
CC1Sc2ccc(S(=O)(=O)N(C)Cc3ccccc3)cc2NC1=O (stereo not given) | 8.8% | -1.3% | 2.2% | 2.9% | 30.0%
CN1C(C(=O)Nc2ccc(F)cc2F)=CC(c2cccs2)=NS1(=O)=O | 0.8% | -1.4% | -2.6% | 9.7% | 6.4%
Cc1cc(C)n(-c2nc3ccccc3c(=O)n2OCC(C)C)n1 | 0.3% | 1.1% | -1.3% | 3.7% | -2.7%
CCOc1ccc(N2C(=O)/C(=C/c3ccccc3OCC(=O)OC)N(CC(=O)OC)C2=S)cc1 | 1.6% | 0.8% | -0.7% | -6.2% | 23.5%
CCCn1c(SCC(=O)NC2CC2)nnc1-c1ccccn1 | i | 7.4% | 7.9% | -4.4% | 5.2%
O=C(O)CCc1ccc(-c2ccccc2)n1Cc1ccco1 | 1.0% | 0.0% | 1.1% | 5.1% | 10.0%
Cn1nc(-c2ccc(Cl)cc2)cc1NC(=O)CCCC(=O)O | i | nt | 6.8% | -5.1% | -0.3%
CCNC(=S)NNC(=O)c1cc(-c2ccc(OCC)cc2)nc2ccccc12 | i | 6.4% | 17.6% | 0.3% | -2.9%
O=C(COc1ccc(F)cc1Br)NCc1nnc2ccccn12 | i | -4.0% | -9.1% | nt | 10.3%
O=C(CCc1ccccc1)N1CCN(c2ccccn2)CC1 | 0.2% | 2.0% | 1.6% | -1.8% | 46.2%
CCN(CCS(=O)(=O)c1ccc(Br)cc1)Cc1nc2ccccc2c(=O)[nH]1 | 5.6% | -6.1% | -6.7% | nt | ?
CC(=O)c1ccc(OCC(=O)Nc2ccc3c(c2)CCC3)cc1 | 2.0% | -13.0% | ? | -6.2% | i
Cc1ccc2cc(CN(CCN(C)C)C(=O)Nc3ccc(Cl)cc3)c(=O)[nH]c2c1 | 7.3% | 2.7% | 8.8% | 36.1% | 43.6%
Cc1ccccc1S(=O)(=O)N1[C@@H](c2cccc(Cl)c2)C(C(=O)O)=CC[C@H]1c1ccc(Cl)cc1 | 0.0% | 3.5% | -5.0% | 5.0% | 25.9%
CN(CCOc1ccccc1)C(=O)c1cc(S(=O)(=O)N2CCOCC2)ccc1Cl | i | 10.4% | 1.5% | 2.4% | 2.3%
CCC(C)n1c(C)cc(=O)n1C(C)CC (stereo not given) | 0.3% | -7.5% | nt | nt | nt
O=c1c2ccccc2nc2n1CCS2 | 1.6% | -1.4% | -10.1% | -2.5% | 2.7%
CCCc1cc(=O)[nH]c(SCC(=O)Nc2ccc(C)c(S(=O)(=O)N3CCCCC3)c2)n1 | 0.4% | -12.2% | -9.3% | nt | 14.0%
COc1ccccc1-n1cnnc1SCC(=O)Nc1cc(C(C)(C)C)nn1-c1ccccc1 | 0.1% | 9.0% | 2.2% | 1.0% | 17.0%
CSCCC(NC(=O)c1cc(S(=O)(=O)N2CCOCC2)ccc1F)c1nc2ccccc2[nH]1 (stereo not given) | 7.0% | -3.7% | -2.3% | nt | 2.3%

The listing continues.
SMILES | VEEV TC-83 Vero | H1N1 NS1A inhibition | M. tuberculosis HTS | PhoP GFP inhibition | M. tuberculosis | others
O=C(Nc1nccs1)c1cccc(NC(=O)c2ccco2)c1 | 10.8% | 1.4% | -0.8% | 12.3% | -1.1%
COCCNC(=S)NN=C1CCCCC1 | i | 3.4% | 5.0% | -2.3% | -5.1%
O=C(CN1C(=O)NC2(CCCCC2)C1=O)Nc1ccc(Cl)c(S(=O)(=O)N2CCOCC2)c1 | i | 7.5% | 2.6% | nt | 42.4%
O=C1Nc2ccc(S(=O)(=O)N3CCCC3)c3cccc1c23 | 4.5% | -3.1% | 6.7% | -4.5% | 8.9%
Cc1cc(C(=O)NNC(=O)c2cccc(C(F)(F)F)c2)no1 | 1.3% | -23.8% | -7.3% | -20.0% | 2.6%
CN1CCN(C(=O)COc2ccc(C(C)(C)C)cc2Br)CC1 | 1.7% | -3.0% | -10.0% | -8.8% | 24.0%
CCOC(=O)Cc1nnc(NC(=O)COc2ccc(OC)cc2)s1 | 0.6% | -1.2% | -9.0% | -1.2% | 21.1%
COc1cc(C2NC(=O)NC(C)=C2C(=O)OCC2CCCCC2)ccc1O (stereo not given) | 2.7% | -4.1% | -3.4% | 6.9% | 3.3%
O=C(CSc1nnc(-c2ccco2)n1Cc1ccco1)Nc1ccccc1 | 8.7% | 9.3% | -1.6% | -9.5% | 18.0%
CCOc1ccc(S(=O)(=O)Nc2cccc(C)c2)c2cccnc12 | 0.7% | -2.7% | -3.4% | 4.2% | -16.9%
O=C(NCc1ccco1)c1cc2c(s1)CCCCC2 | 0.1% | 4.2% | 8.8% | -5.0% | ? | VEEV TC-83 Vero 10K pilot screen=2.1
CCCNc1cc(=S)nc(N)[nH]1 | 1.4% | -15.0% | 3.8% | 2.5% | 9.3%
CCOC(=O)c1c(NC(=O)/C=C/C(=O)O)sc(C)c1-c1ccc(F)cc1 | 5.5% | 8.4% | -6.2% | -0.1% | 5.8%
N#CC1CCN(c2ncccc2[N+](=O)[O-])CC1 | 0.3% | nt | -3.5% | 0.2% | -14.5%
COc1ccc(OC)c(/C=N/Nc2nc(C)cc(=O)[nH]2)c1 | i | -2.3% | -2.3% | -7.2% | -5.6%
O=S(=O)(N/N=C1/CCCc2ccccc21)c1ccc(Br)cc1 | i | 0.0% | -6.4% | -4.2% | 2.0%
CCOC(=O)C(=Nc1ccc(Cl)cc1)NO | 1.0% | -8.2% | -4.8% | -7.0% | -9.2%
COc1cccc(NC(=O)N2CCCC2C(=O)NCc2ccc(Cl)cc2)c1 (stereo not given) | 2.1% | -1.9% | 0.6% | -6.6% | -6.5%
Cc1ccc(S(=O)(=O)N2CCC(C(=O)NCC3CC3)CC2)cc1 | 1.2% | 6.3% | 5.2% | 8.6% | -2.6%
CCCC(c1nnnn1CS(=O)(=O)c1ccc(C)cc1)N1CCN(c2ccc(F)cc2)CC1 (stereo not given) | i | -0.5% | 9.8% | 1.3% | 26.6%

Quoted at random: 4 records from the list.
SMILES | VEEV TC-83 Vero | H1N1 NS1A inhibition | M. tuberculosis HTS | PhoP GFP inhibition | M. tuberculosis | others
CCCC(c1nnnn1CS(=O)(=O)c1ccc(C)cc1)N1CCN(c2ccc(F)cc2)CC1 (stereo not given) | i | -0.5% | 9.8% | 1.3% | 26.6%
O=S(=O)(N/N=C1/CCCc2ccccc21)c1ccc(Br)cc1 | i | 0.0% | -6.4% | -4.2% | 2.0%
CCOC(=O)c1c(NC(=O)/C=C/C(=O)O)sc(C)c1-c1ccc(F)cc1 | 5.5% | 8.4% | -6.2% | -0.1% | 5.8%
N#CC1CCN(c2ncccc2[N+](=O)[O-])CC1 | 0.3% | nt | -3.5% | 0.2% | -14.5%

Continued:
SMILES | VEEV TC-83 Vero | H1N1 NS1A inhibition | M. tuberculosis HTS | PhoP GFP inhibition | M. tuberculosis | others
CCN(C(=O)CSc1ccc2ccccc2n1)C1CCCCC1 | i | -17.9% | 7.5% | nt | 78.1%
O=C(NNC(=S)Nc1ccccc1Cl)c1ccncc1 | 0.1% | 11.4% | ? | -0.1% | 66.4%
COc1ccc(-c2nc(CSCC(=O)N3CCC(C(N)=O)CC3)c(C)o2)cc1OC | 0.4% | 7.4% | -2.0% | nt | nt
c1ccc(-c2csc(NC3CCCCC3)n2)cc1 | ? | -2.8% | -2.8% | -16.9% | 31.4%
COc1ccccc1C(=O)NC(C(=O)NCCc1nc2ccccc2[nH]1)=C(C)C | 1.1% | -60.2% | -2.3% | -1.4% | 3.4%
COc1ccc(OCc2cc(C(=O)N3CCCC(CO)C3)no2)c2ccccc12 (stereo not given) | 8.0% | -2.5% | 2.6% | -5.7% | 5.3%
Cc1ncc(CCl)c2c1OC(C)(C)OC2 | i | -2.2% | 43.1% | 5.0% | 2.1%
Cc1cccc(CS(=O)(=O)c2ncc(Cl)c(C(=O)NCc3ccc4c(c3)OCO4)n2)c1 | 13.1% | 5.7% | 1.1% | -14.6% | 70.1%
